# Screens as filed in PubChem BioAssay.
# CHRM4 antagonist: antagonists of human muscarinic M4 receptor (CHRM4) | hit rate 0.73% among 360,000 | P08173 | inhibition, % at 3 µM | CHO-hM4 cells, ACh EC80, Fluo-8 calcium fluorescence;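 active = inhibition above its plate's cutoff, the mean inhibition of sample wells plus 3 SD, cut at about 27% in these data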;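 note: 0% = acetylcholine EC80 with DMSO and 100% = DMSO without agonist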
# M5 antag: CHRM5 antagonism in calcium assay. hit rate 0.59% among 360,000. CHO-hM5 cells, Fluo-8 calcium fluorescence, ACh EC80. inhibition, % at 3 µM. AID 624040. P08912;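 active = inhibition above a per-plate cutoff, the mean of that plate's test compounds plus 3 SD, cut at about 27% in these data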;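 note: 0% = acetylcholine EC80 with DMSO and 100% = DMSO without agonist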
# Target sequence (P08912 whole entry, looked up): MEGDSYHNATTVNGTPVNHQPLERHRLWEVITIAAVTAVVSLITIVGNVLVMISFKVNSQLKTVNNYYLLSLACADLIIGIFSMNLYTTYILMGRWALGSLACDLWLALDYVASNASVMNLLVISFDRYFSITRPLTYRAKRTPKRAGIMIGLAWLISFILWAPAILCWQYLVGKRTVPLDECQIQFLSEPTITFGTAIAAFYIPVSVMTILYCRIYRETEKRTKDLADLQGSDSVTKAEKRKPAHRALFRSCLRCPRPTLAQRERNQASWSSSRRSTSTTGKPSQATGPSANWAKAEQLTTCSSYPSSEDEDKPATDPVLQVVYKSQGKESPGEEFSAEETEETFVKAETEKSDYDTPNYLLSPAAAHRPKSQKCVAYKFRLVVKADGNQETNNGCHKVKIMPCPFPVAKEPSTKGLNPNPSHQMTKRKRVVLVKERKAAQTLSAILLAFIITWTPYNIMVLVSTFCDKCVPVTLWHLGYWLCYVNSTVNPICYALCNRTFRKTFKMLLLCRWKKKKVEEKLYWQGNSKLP
# M5 ag: CHRM5 agonism in calcium assay; P08912; CHO-K1 hM5 cells, Fluo-8 calcium fluorescence; 0% DMSO wells, 100% maximal acetylcholine response; activation, % at 3 µM; hit rate 0.19% among 360,000; AID 624037;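 active = activation above the run's mean over test compounds plus 3 SD, cut at about 23% in these data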;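 note: signal is peak over basal fluorescence ratio across the kinetic read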
# M4 ag: CHRM4 agonism in calcium assay. activation, % at 3 µM. hit rate 0.14% among 360,000. CHO-K1 hM4/Gqi5, Fluo-8 calcium fluorescence; vehicle 0%, full acetylcholine response 100%. P08173;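 active = activation above the run mean over all test wells plus 3 SD, cut at about 32% in these data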;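 note: peak over basal fluorescence ratio per well then scaled between controls; 0% = DMSO wells and 100% = acetylcholine at EC100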
# M1 PAM: human CHRM1 positive allosteric modulation | CHO-K1 hM1, Fluo-8 calcium fluorescence, ACh EC20; 0% = ACh EC20, 100% = maximal ACh | activation, % at 3 µM | hit rate 0.088% among 360,000 | P11229 | AID 588819; in the data active = activation above about 19%, passing the limit was not always enough
# Target sequence (P11229 whole entry, looked up): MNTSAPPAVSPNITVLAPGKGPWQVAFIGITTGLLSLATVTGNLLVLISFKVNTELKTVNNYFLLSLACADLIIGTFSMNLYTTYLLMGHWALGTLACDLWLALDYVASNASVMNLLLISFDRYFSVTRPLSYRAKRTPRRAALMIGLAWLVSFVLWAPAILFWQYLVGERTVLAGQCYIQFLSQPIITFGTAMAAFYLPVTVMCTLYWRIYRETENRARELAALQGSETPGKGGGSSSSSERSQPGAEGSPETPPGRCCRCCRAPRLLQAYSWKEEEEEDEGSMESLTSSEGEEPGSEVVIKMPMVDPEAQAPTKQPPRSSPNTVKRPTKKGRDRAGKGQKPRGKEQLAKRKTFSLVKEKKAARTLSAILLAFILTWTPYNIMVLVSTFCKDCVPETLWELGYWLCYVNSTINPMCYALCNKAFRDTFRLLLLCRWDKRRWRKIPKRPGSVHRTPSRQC
# M4 PAM: potentiates acetylcholine response at human M4 receptor | P08173 | CHO-K1 hM4/Gqi5, Fluo-8 calcium fluorescence, ACh EC20; 0% = ACh EC20, 100% = maximal ACh | activation, % at 3 µM | hit rate 0.4% among 360,000 | AID 624126;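 active = activation above its plate's cutoff, the mean activation of sample wells plus 3 SD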; note: some results filed as inactive read as strong as hits
# CRFR2-BP ag: agonists of human CRF-binding protein/CRF-R2 receptor complex; HEK293 CRF-R2/CRF-BP, calcium dye fluorescence (FLIPR); percent of saturating CRF peptide response; activation, % at 13.2 µM; hit rate 0.46% among 350,000; AID 588473;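 active = activation of at least 50%, plus an integration ratio under a set limit after plate pattern correction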;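 note: plate controls were neutral control wells without compound for no effect and CRF at EC100 for full effect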
# CRFR2-BP antag: CRF-BP/CRF-R2 complex antagonism. inhibition, % at 11.8 µM. HEK293 CRF-R2/CRF-BP, CRF-induced calcium fluorescence. hit rate 0.59% among 350,000. AID 588475;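 active = inhibition of the ligand-induced calcium signal above about 50% at the single tested concentration, limit read from the data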
# CHRM5 PAM: positive allosteric modulators of human muscarinic M5 receptor; CHO-K1 hM5, Fluo-8 calcium, ACh EC20 PAM; 0% = ACh EC20, 100% = ACh EC100; activation, % at 3 µM; hit rate 0.3% among 360,000; AID 624038;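 active = activation above the run cutoff, the mean activation of all test compounds plus 3 SD, cut at about 18% in these data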
#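 System – CHO-K1 hM5 cells · Compound – 3 µM, single dose · Incubation – compound preincubation 140 s before EC20 acetylcholine addition · Technique – Fluo-8 calcium fluorescence · Measure – Max/basal fluorescence ratio as % of EC20–EC100 ACh window · Benchmarks – low control EC20 acetylcholine (0%), high control EC100 acetylcholine (100%) · Replication – singlicate, one well per test compound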
# An asterisk follows results filed as active; . = not tested or not shown.
no.	Compound	CHRM4 antagonist	M5 antag	M5 ag	M4 ag	M1 PAM	M4 PAM	CRFR2-BP ag	CRFR2-BP antag	CHRM5 PAM
1	COC(=O)Nc1ccc(S(=O)(=O)N2CCC(C(=O)N(C)C3CCCCC3)CC2)cc1	10	2	1	1	-2	-5	-0.3	-11	5
2	C/C(CC(=O)NC1CCCCC1)=N\NC(=O)c1ccccc1C	12	4	-2	0	1	-4	3.0	-15	-1
3	NS(=O)(=O)c1ccc(CCNC(=O)C2CCCN2C(=O)OCc2ccccc2)cc1 (configuration not stated)	7	-7	-3	1	11	11	0.8	1	4
4	CN(C(=O)COC(=O)C1COc2ccccc2O1)C1(C#N)CCCCC1 (configuration not stated)	-4	18	0	0	3	7	1.1	8	-2
5	Cc1cnn(-c2cc(N/N=C/c3ccccc3)ncn2)c1	5	-6	0	2	6	7	-1.5	3	5
6	COc1ccc(S(=O)(=O)N2CCC(C(=O)NCc3ccncc3)CC2)cc1C	-11	6	-4	0	3	0	1.6	-4	0
7	CCOC(=O)c1c(C(F)(F)C(F)(F)C(F)(F)C(F)(F)F)n[nH]c1C	-3	-4	-13	0	1	-1	6.1	54*	-18
8	COC(=O)[C@H](Cc1ccccc1)NC(=O)N(C)Cc1ccccc1	-9	5	1	1	-2	1	0.4	13	-4
9	CCOC(=O)c1c(-c2ccccc2)oc2cc(Br)c(O)cc12	-5	8	-4	1	3	-2	-1.5	13	-5
10	Nc1nonc1-n1nnc(C(=O)N/N=C/C=C/c2ccccc2)c1CSC1=NCCS1	11	9	-2	1	2	-2	0.3	-15	1
11	CCc1nn(CC(=O)NC2CCN(Cc3ccccc3)CC2)c(=O)c2cc3cc(F)ccc3n12	-5	4	-5	0	-1	0	0.1	19	3
12	COc1ccc(CCN(Cc2nc3ccccc3c(=O)[nH]2)C(=O)C2CC2)cc1	-10	-2	4	4	9	12	1.5	-3	5
13	CCOc1cc(/C=N/NC(=O)c2cc3c(ccc4ccccc43)o2)ccc1O	-19	9	-5	12	-6	-7	0.8	17	-10
14	Cc1ccc(C2=CSC3=NS(=O)(=O)CCN23)cc1	0	-1	1	3	7	8	1.0	-8	11
15	CCn1c(=O)cc(OCC(=O)NCCC(C)C)c2ccccc21	-9	-1	0	1	-4	5	-2.2	14	-3
16	Cc1cc(C)n2nc(C(=O)N(C)c3c(N)n(Cc4ccccc4)c(=O)[nH]c3=O)nc2n1	-1	2	2	1	6	4	1.5	-4	-1
17	CN1CCN(c2ccccc2NC(=O)c2cc3ccccc3o2)CC1	-10	3	-3	8	-1	-1	2.7	-16	-2
18	O=C(NCCCN1CCOCC1)c1cc(Cl)ccc1OCc1ccccc1	-12	8	-4	8	0	-1	-3.7	14	-2
19	O=C(CN1C(=O)C2C3C=CC(C4CC34)C2C1=O)Nc1cccc2ncccc12 (configuration not stated)	2	-1	-2	3	13	-1	-2.5	-5	-1
20	CCOC(=O)c1nnn(-c2nonc2N)c1CN(C)C1CCCCC1	0	0	-3	1	-1	2	-2.5	60*	0

# Overlap with the part before: 2 entries, followed by the next part.
no.	Compound	CHRM4 antagonist	M5 antag	M5 ag	M4 ag	M1 PAM	M4 PAM	CRFR2-BP ag	CRFR2-BP antag	CHRM5 PAM
19	O=C(CN1C(=O)C2C3C=CC(C4CC34)C2C1=O)Nc1cccc2ncccc12 (configuration not stated)	2	-1	-2	3	13	-1	-2.5	-5	-1
20	CCOC(=O)c1nnn(-c2nonc2N)c1CN(C)C1CCCCC1	0	0	-3	1	-1	2	-2.5	60*	0
21	COc1nc(NC2OC(CO)C(O)C(O)C2O)c(N)c(=O)[nH]1 (configuration not stated)	1	1	0	1	4	5	7.2	0	0
22	C/C(=N\NC(=O)CNc1cccc(Cl)c1C)c1cccs1	4	-3	0	1	0	-4	5.2	-31	2
23	CCC1(C)COC2(OC1)C(=O)Nc1ccccc12 (configuration not stated)	-11	0	4	1	7	11	6.0	-12	-1
24	COc1ccc(CCN=Cc2ccccc2O)cc1OC	-10	0	1	1	7	-12	-1.5	-1	0
25	CCOc1ccc(NS(=O)(=O)c2ccc(C(=O)N3CCCCCC3)cc2)cc1	1	12	23	18	-7	-4	15	-17	-15
26	O=C(c1ccc2c(c1)OCO2)N1CCC2(CC1)Oc1ccc(F)cc1C(=O)C21CC(c2ccc(Cl)cc2)=NO1 (configuration not stated)	4	-5	3	1	-4	2	2.4	-7	10
27	COC(=O)c1cc(C(=O)OCC(=O)NCc2ccc3c(c2)OCO3)cc([N+](=O)[O-])c1	17	-1	-3	0	6	3	-1.1	42	0
28	CCOC(=O)c1c(P(=O)(N2CCOCC2)N2CCOCC2)noc1N	-3	2	-2	1	7	15	-1.3	2	2
29	COC(=O)c1ccc(/C=N/Nc2nc(C)c(C)s2)cc1	-7	9	-2	0	5	6	1.3	-4	-3
30	COc1cccc(Cn2c(=O)ccc3ccccc32)c1	-2	8	-4	0	6	6	0.1	-13	-6
31	COc1ccccc1NC(=O)C(C)OC(=O)CCNS(=O)(=O)c1ccc(C)c(C)c1 (configuration not stated)	-13	-3	-1	5	12	2	-1.4	0	-6
32	Cc1ccc2c(CNCc3ccco3)cc(=O)oc2c1	6	-6	-4	0	6	-2	-1.4	14	-2
33	CCc1noc(C)c1C(=O)Nc1cc(S(=O)(=O)N2CCCCC2)ccc1N(C)C	-8	5	-2	0	20	17	-0.7	4	-2
34	CC(C)c1ccc(N=C(N)N=C(N)N)cc1	3	2	-5	1	7	2	0.2	0	7
35	CC1Cc2nc(SCC(=O)N3CCOCC3)n(-c3ccccc3)c(=O)c2S1 (configuration not stated)	-13	-4	1	1	7	2	1.6	2	-3
36	CCCOc1ccc(Br)cc1CSC(=N)N	23	23	1	13	-16	-14	0.6	-63	-18
37	CC(C)C[C@H](N)c1nnc(S(=O)(=O)Cc2cccc(F)c2)o1	10	0	2	2	3	0	-0.7	39	2
38	CCCOc1ccc(C(=O)N2CCCc3ccccc32)cc1	3	-3	-3	-3	5	11	-1.8	4	3
39	Cc1c(Cl)cccc1NC(=O)CSc1nnc(C)n1CC1CCCO1 (configuration not stated)	-5	0	1	0	16	-2	0.5	-1	6
40	CSc1ccc(S(=O)(=O)NCc2ccc(C)cc2)cc1	-9	-1	-3	1	4	15	-8.6	19	3
41	O=S1(=O)CC(N2CCN(CC3CC3)CC2)CN1CCc1ccccc1 (configuration not stated)	-12	-6	1	1	-3	-1	.	.	1
42	O=C(Nc1ccccc1)c1ccccc1NC(=O)[C@H]1CCCC[C@H]1C(=O)O	15	8	0	0	-4	0	-0.1	3	-1
43	Cc1ccc(C(=O)N2N=C(c3ccc(NS(C)(=O)=O)cc3)CC2c2cccs2)cc1 (configuration not stated)	8	11	-4	1	4	-5	-0.5	-8	-5
44	COc1ccc(C2CC(C(F)(F)F)n3ncc(C(=O)O)c3N2)cc1OC (configuration not stated)	-9	-1	-1	1	-2	2	-2.2	8	2
45	O=C(NCCC1=CCCCC1)C1CCN(C(=O)c2ccc(Cl)cc2)CC1	-6	5	4	4	4	5	-0.2	0	5
46	C[C@@H]1CCCCO[C@@H](CN(C)C(=O)CCCN(C)C)[C@@H](C)CN([C@H](C)CO)C(=O)c2cc(N(C)C)ccc2O1	9	-5	3	1	-10	-7	.	.	4
47	O=C(Nc1nnc([C@@H]2C[C@H](O)[C@@H](CO)O2)s1)c1cccc(Oc2ccccc2)c1	2	8	-1	0	8	-2	.	.	0
48	Cc1c(C(=O)O)cnc2cc(-c3ccc(Cl)cc3)nn12	-2	-1	1	0	1	5	-1.2	-2	2
49	O=C(Nc1ccccc1N1CCN(C(=O)c2ccccc2)CC1)c1ccc([N+](=O)[O-])o1	8	15	3	15	-11	-8	0.2	-9	-15
50	O=C(c1ccc(F)cc1)N1CCOC(c2nc(-c3ccc(F)cc3)no2)C1 (configuration not stated)	-1	3	4	6	11	12	-1.4	-2	1
51	COC(=O)c1ccc(Cl)c(NC(C)=O)c1	-4	4	1	0	0	6	-0.9	-17	-1
52	Cc1ccc(C(=O)Nc2cccc([N+](=O)[O-])c2)cc1S(=O)(=O)Nc1ccc(C(=O)O)cc1	-4	-6	-1	0	-3	7	1.1	4	6
53	Cc1nn(-c2ccccc2)c(Cl)c1CN(C(=O)CCl)c1ccc(Cl)cc1	42*	24	-6	-2	-18	-33	-0.2	78*	-17
54	CCC(=O)c1ccc(O)c(CC=C(C)C)c1	-1	-5	-8	-1	2	6	2.0	-12	2
55	Cn1cnc2c(cnn2C)c1=N	0	-3	5	2	9	8	1.2	13	9
56	CC(=O)OCC1OC(COC(C)=O)(c2ccc(C)cc2)C(OC(C)=O)C1OC(C)=O (configuration not stated)	-5	0	1	1	9	6	1.3	3	7
57	C[C@H](CO)N1C[C@H](C)[C@@H](CN(C)C(=O)c2ccccc2)Oc2cc(C#C[C@@H](C)O)ccc2S1(=O)=O	-7	11	2	2	18	5	-0.3	15	-7
58	O=C(NCC(=O)N(c1cccnc1)C(C(=O)NC1CCCCC1)c1ccccc1)c1ccco1 (configuration not stated)	-12	5	-2	2	3	9	1.5	-6	-1
59	Cn1c(SCC(=O)NC2CCS(=O)(=O)C2)nc2ccccc21 (configuration not stated)	-7	2	2	0	13	10	5.3	-16	12
60	CCN(C[C@H]1N[C@@](C)(C(=O)OC)[C@H]2C(=O)N(Cc3ccccc3)C(=O)[C@@H]12)S(=O)(=O)c1ccc(OC)cc1	-10	-5	-1	3	-1	-3	-3.9	21	-3
61	CN(c1ncc(C(F)(F)F)cc1Cl)N1C(=O)c2cccc([N+](=O)[O-])c2C1=O	1	8	-1	1	-2	0	0.1	-26	-1
62	Cc1nc2nc(SCC(=O)NCc3ccco3)nn2c(C)c1Cc1ccccc1	-5	-3	-8	1	1	-2	-3.0	-26	9
63	O=C(Nc1ccc(F)c(Cl)c1)Nc1nnc([C@H]2C[C@H](O)[C@@H](CO)O2)s1	-4	0	-1	0	8	9	.	.	4
64	CN1CC(=O)Nc2ccccc2C1=O	5	9	0	15	-6	-10	-1.1	-9	-3
65	COc1ccc2sc(-c3ccccc3OC)c(-c3ccc(SC)cc3)c2c1	1	0	-1	2	.	0	.	.	-6
66	CN(CCOc1ccc(Cl)cc1)C(=O)c1cc(S(=O)(=O)N2CCOCC2)ccc1N1CCCC1	14	5	-1	13	-9	-13	0.3	-9	-14
67	Cc1c(C(=O)NCc2cccnc2)oc2ccc(S(=O)(=O)N3CCCCCC3)cc12	-6	-3	1	4	0	9	-0.7	-3	-3
68	CCOC(=O)Cc1ncccc1C(=O)Nc1ccc(Oc2ccccc2)cc1	-5	1	-4	5	-4	-12	-2.3	-3	-7
69	COCCn1cc(C(=O)N2CCN(C)CC2)c2c3ccccc3n(C)c2c1=O	5	2	-1	0	5	8	0.0	-7	-4
70	CCO[C@H]1C[C@@H](c2ccc(CC)cc2)N(S(=O)(=O)c2ccc(C)cc2)C2CC(c3ccc(CC)cc3)N(S(=O)(=O)c3ccc(C)cc3)CC21 (some centres not stated)	-7	14	0	0	.	5	.	.	-4
71	CCOC(=O)c1c(NC(=O)c2cccs2)sc(CC)c1-c1cccs1	-17	-1	8	1	3	7	6.0	-28	1
72	CC(C)c1ccccc1NC(=O)CNCCOc1ccccc1F	5	0	0	7	6	2	-2.5	2	-3
